MCL1-BIM inh – MCL1-BIM-BH3 interaction inhibition (human); AID 2057; 0.68% of 320,000 active; Q07820; GST-MCL1 / FITC-Bim-BH3 fluorescence polarization; inhibition, % at 10.9 µM;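 active = inhibition above the mean inhibition of all tested compounds plus 3 SD, set per campaign, cut at about 40% in these data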;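 also: 0% = DMSO wells and 100% = unlabeled Bim-BH3 peptide control; higher means more loss of mP so more displacement of Bim peptide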
CIT2-GFP yeast – alters CIT2-GFP fluorescence in TOR pathway yeast screen. S. cerevisiae CIT2-GFP strain, flow cytometry, 3 h; 100 means same as DMSO wells. GFP response vs DMSO, % at 10 µM. 0.065% of 320,000 active;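 active = GFP response relative to DMSO above a set limit, near the screen mean plus 3 SD, cut at about 150% in these data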;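 also: ratio of well median GFP fluorescence to mean of DMSO wells on the plate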
MEX-5 binding – C. elegans MEX-5 TCR-2 RNA binding activity; Q9XUB2; MEX-5/FITC-TCR2 RNA binding, fluorescence polarization; active compounds read low; activity score (negative = inhibition of binding), % at 10 µM; 0.38% of 300,000 active; AID 1832;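 active = inhibition past about -25% in most replicates, and total fluorescence under double the plate's negative control median, limit read from the data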;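 also: 0% = DMSO and -100% = 5 µM competing unlabeled TCR2 RNA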
Fam108B counter – blocks mouse Fam108B hydrolase in RBBP9 counter-screen. recombinant Fam108B, FP-Rh probe fluorescence polarization. inhibition, % at 9.51 µM. 0.33% of 300,000 active. AID 1947;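 active = inhibition above the screen mean inhibition plus 3 SD, computed separately per campaign, cut at about 18% in these data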;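 also: inhibitors lower polarization as less probe binds the enzyme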
GRK2 inh – human GRK2 inhibition via aptamer displacement | inhibition of aptamer binding, % at 10 µM | bead flow cytometry, FAM-aptamer displacement from GRK2 | 0.59% of 330,000 active | P25098;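 active = inhibition of aptamer binding above 40%, roughly 3 SD of noise, on plates passing a quality check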;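 also: median bead fluorescence of bound FAM aptamer so fluorescent compounds give negative values; no value below 0 was filed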
VLA-4 inh – inhibition in a human VLA-4 binding assay; P13612; VLA-4 expressing cells, ligand binding flow cytometry; inhibition, % (about 7 µM as worked out from the volumes in the protocol); 0.2% of 330,000 active; in the data active = inhibition above about 50%
GLD-1 TGE inh – GLD-1-TGE RNA interaction inhibition (C. elegans). inhibition, % at 5.96 µM. AID 2280. purified GLD-1 + fluorescein TGE RNA, fluorescence polarization. 0.44% of 320,000 active;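 active = percent inhibition above a per-plate cutoff, the plate mean of test compounds plus 3 SD, cut at about 30% in these data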;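 also: 0% = DMSO wells with GLD-1 and probe and 100% = wells lacking GLD-1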
Target sequence (Q17339 whole entry, looked up): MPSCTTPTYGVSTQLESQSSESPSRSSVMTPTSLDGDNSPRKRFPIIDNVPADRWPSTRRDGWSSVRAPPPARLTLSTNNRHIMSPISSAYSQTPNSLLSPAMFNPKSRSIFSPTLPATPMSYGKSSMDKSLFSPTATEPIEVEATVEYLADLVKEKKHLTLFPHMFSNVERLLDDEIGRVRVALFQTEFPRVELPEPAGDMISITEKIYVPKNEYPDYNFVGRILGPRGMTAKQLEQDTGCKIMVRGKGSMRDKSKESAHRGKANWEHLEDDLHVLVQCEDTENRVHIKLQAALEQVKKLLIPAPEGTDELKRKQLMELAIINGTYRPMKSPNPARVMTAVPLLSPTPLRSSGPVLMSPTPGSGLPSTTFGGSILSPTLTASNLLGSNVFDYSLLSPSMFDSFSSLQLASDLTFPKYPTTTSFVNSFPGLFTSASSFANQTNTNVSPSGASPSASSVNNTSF
Bcl-xL primary – inhibitors of human Bcl-xL; Q07817; GST-Bcl-xL / FITC-Bim BH3 peptide fluorescence polarization; inhibition, % at 10.9 µM; 0.7% of 320,000 active; AID 2129;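 active = inhibition above the mean of all tested compounds plus 3 SD, cutoff set per campaign, cut at about 30% in these data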;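 also: 0% = DMSO wells and 100% = unlabeled Bim-BH3 peptide competitor; inhibitors lower millipolarization by displacing the labeled peptide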
Target sequence (Q07817 whole entry, looked up): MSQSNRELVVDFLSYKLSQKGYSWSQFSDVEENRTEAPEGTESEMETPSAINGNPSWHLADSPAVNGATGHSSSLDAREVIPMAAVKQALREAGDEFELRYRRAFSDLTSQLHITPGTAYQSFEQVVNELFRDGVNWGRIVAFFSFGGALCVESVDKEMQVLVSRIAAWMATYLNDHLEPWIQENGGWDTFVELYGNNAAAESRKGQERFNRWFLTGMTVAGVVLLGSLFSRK
AGP1-GFP MLPCN – yeast TOR pathway AGP1-GFP modulation | GFP response vs DMSO, % at 10 µM | S. cerevisiae AGP1-GFP multiplex flow cytometry, 3 h; GFP as percent of DMSO wells | 0.02% of 320,000 active | AID 2066;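 active = GFP response relative to DMSO above a set limit, near screen average plus 3 SD, cut at about 150% in these data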;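 also: median GFP channel fluorescence of the gated AGP1 strain per well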
* hit, by the source's call; nt = no result given.

SMILES	MCL1-BIM inh	CIT2-GFP yeast	MEX-5 binding	Fam108B counter	GRK2 inh	VLA-4 inh	GLD-1 TGE inh	Bcl-xL primary	AGP1-GFP MLPCN
Cc1ccc(S(=O)(=O)NCC(=O)OCc2cc(=O)oc3c(C)c(C)ccc23)cc1C	-1	111	nt	nt	0	-3	6	0	99
Cc1ccc2c(c1)N(Cc1cccc(C#N)c1)C=NS2(=O)=O	-4	102	-3.5	1	4	-10	6	6	100
Cc1ccc(S(=O)(=O)Cc2ccc(C(=O)NCCc3ccccc3)o2)cc1	4	110	-0.7	1	0	-2	7	4	109
NC(N)=NC(N)=Nc1cccc(Cl)c1	-4	92	-3.3	-4	2	-6	2	4	93
CCn1c(-c2nonc2NC(=O)c2ccccc2)nc2ccccc21	8	85	-1.0	-3	0	-9	0	1	nt
CCOC(=O)C1CCCN(C(=O)c2cc(S(=O)(=O)N3CCCCC3)ccc2C)C1 (centres undefined)	4	73	-1.6	0	0	0	3	5	101
CC(C)CNS(=O)(=O)c1ccc(CCC(=O)N2CCN(Cc3ccccc3)CC2)cc1	-4	100	2.1	-3	4	8	11	4	101
C/C(=N\NS(=O)(=O)c1ccccc1)c1cccc(NC(=O)c2cccc(Cl)c2)c1	6	104	-2.6	1	60*	25	5	-3	103
COc1cc(NC(=O)CCc2nnc3ccc(N4CCC5(CC4)OCCO5)nn23)cc(OC)c1	-4	107	-3.1	2	8	8	0	-1	93
COc1ccc(C(=O)NC(=S)NCc2cccnc2)cc1OC	-1	97	2.3	-1	5	4	-2	1	101
CCOc1ccc(N=C2NC(=O)SC2CC(=O)OC)cc1 (centres undefined)	6	96	0.3	-1	0	0	9	5	104
COC(=O)c1sccc1NC(=O)c1ccoc1C	-1	93	1.2	-4	6	-5	4	4	104
Cc1nc(N2CCN(C(=O)c3cccs3)CC2)c2c3c(sc2n1)CCCC3	3	95	0.3	0	1	19	9	2	101
N#Cc1cccc(NC(=O)COC(=O)C2CCC2)c1	-6	86	0.6	-2	3	4	5	0	105
COC(=O)c1sc(NC(=O)c2ccncc2)nc1C	3	100	0.1	0	0	-3	7	2	93
O=C(CN1C(=O)CSc2cc(S(=O)(=O)N3CCCCCC3)ccc21)NCCc1ccccc1	-14	94	3.9	-3	0	20	-3	1	92
CN(C)C(=O)CSc1nnc(Cc2ccc([N+](=O)[O-])cc2)o1	1	62	0.4	1	1	12	0	3	71
CCOc1ccccc1/C=C(/C#N)C(N)=O	-7	103	-0.1	3	0	1	6	4	107
CCOc1ccc(NS(=O)(=O)c2ccc(OCC(=O)NCc3ccncc3)cc2)cc1	-4	108	1.4	3	1	-6	1	1	103
Cc1ccc(-c2nc(N/N=C/c3cccc([N+](=O)[O-])c3)c3ccccc3n2)cc1	8	104	-11	-11	0	-7	4	5	100
CCC(Oc1ccccc1)C(=O)Nc1ccc(S(=O)(=O)Nc2cnc3ccccc3n2)cc1 (centres undefined)	14	94	-0.7	-3	2	8	4	8	103
Cc1ccccc1NC(=O)C(C)c1cccc(C(=O)c2ccccc2)c1 (centres undefined)	-2	92	1.4	0	2	10	6	4	97
Cc1cc(NC(=O)c2oc3ccccc3c2C)ccc1-n1cnnn1	7	92	0.4	-5	0	11	-1	5	91
NCCCN1CCOCC1	1	107	-2.5	2	0	-11	2	2	109
O=C(/C=C/c1cccs1)Nc1sc2c(c1C(=O)O)CCCC2	4	107	1.6	5	2	3	9	6	95
CSc1ccccc1C(=O)N1CCN(S(=O)(=O)c2sc(C(=O)O)c(C)c2C(=O)O)CC1	4	95	nt	nt	4	-1	1	1	97
Cc1c(NC(=O)CSc2ncccn2)c(=O)n(-c2ccccc2)n1C	-5	93	0.2	-4	1	-2	12	-1	91
COc1cc(/C=C2\CCCc3c2nc2ccccc2c3C(=O)O)cc([N+](=O)[O-])c1O	21	114	-7.7	9	6	-4	1	17	100
Cn1c(-c2c(N)n(CCc3ccccc3)c3nc4ccccc4nc23)nc2ccccc21	-8	117	-5.2	9	4	-27	-12	13	58
COc1ccccc1N1CCN(Cc2cc3c(cc2Br)OCCO3)CC1	6	105	-0.3	5	0	-13	-4	2	103
O=C(Nc1nnc(C2CC2)s1)C1CCCCC1	-4	95	nt	nt	0	10	1	7	94
COC(=O)CN1C(=O)COc2ccc(S(=O)(=O)N3CCCCCC3)cc21	0	98	-1.5	-1	0	5	-2	-3	97
C/C(=N/N=C1/NC(=O)CC(C(=O)Nc2ccccc2)S1)c1cccs1 (centres undefined)	9	103	1.8	6	0	4	6	1	98
O=C1CSC(c2cccc(F)c2)N1c1c(F)cccc1F (centres undefined)	2	105	0.7	2	0	8	-1	4	102
Cc1cnc(C(=O)OCC(=O)Nc2ncc(Cl)cc2Cl)cn1	15	95	nt	nt	1	33	9	19	92
CCOC(=O)N1CCC(Nc2c(N3CCN(c4cccc(C(F)(F)F)c4)CC3)c(=O)c2=O)CC1	6	95	2.0	3	0	-16	6	3	nt
CC(=O)C1=C(C)NC(SCC(N)=O)=C(C#N)C1c1sccc1C (centres undefined)	1	101	1.3	0	0	5	-11	-2	99
COCc1cc(C)nc2sc(C(=O)OC(C)C)c(N)c12	5	112	-0.3	-1	0	30	-8	9	97
CN(CCNC(=O)c1ccc(CS(=O)(=O)c2ccc(Br)cc2)o1)CCc1ccccc1	5	106	0.3	4	0	8	5	12	106
COC(=O)c1[nH]c2cc(OC)ccc2c1NC(=O)c1ccc2c(c1)OCO2	3	96	0.1	5	3	12	6	5	96

Ordered by number of heavy atoms (ascending): some entries from above
SMILES	MCL1-BIM inh	CIT2-GFP yeast	MEX-5 binding	Fam108B counter	GRK2 inh	VLA-4 inh	GLD-1 TGE inh	Bcl-xL primary	AGP1-GFP MLPCN
NCCCN1CCOCC1	1	107	-2.5	2	0	-11	2	2	109
O=C(Nc1nnc(C2CC2)s1)C1CCCCC1	-4	95	nt	nt	0	10	1	7	94
COCc1cc(C)nc2sc(C(=O)OC(C)C)c(N)c12	5	112	-0.3	-1	0	30	-8	9	97
O=C1CSC(c2cccc(F)c2)N1c1c(F)cccc1F (centres undefined)	2	105	0.7	2	0	8	-1	4	102
Cc1cnc(C(=O)OCC(=O)Nc2ncc(Cl)cc2Cl)cn1	15	95	nt	nt	1	33	9	19	92
CC(=O)C1=C(C)NC(SCC(N)=O)=C(C#N)C1c1sccc1C (centres undefined)	1	101	1.3	0	0	5	-11	-2	99
C/C(=N/N=C1/NC(=O)CC(C(=O)Nc2ccccc2)S1)c1cccs1 (centres undefined)	9	103	1.8	6	0	4	6	1	98
COC(=O)CN1C(=O)COc2ccc(S(=O)(=O)N3CCCCCC3)cc21	0	98	-1.5	-1	0	5	-2	-3	97
COC(=O)c1[nH]c2cc(OC)ccc2c1NC(=O)c1ccc2c(c1)OCO2	3	96	0.1	5	3	12	6	5	96
COc1cc(/C=C2\CCCc3c2nc2ccccc2c3C(=O)O)cc([N+](=O)[O-])c1O	21	114	-7.7	9	6	-4	1	17	100
CN(CCNC(=O)c1ccc(CS(=O)(=O)c2ccc(Br)cc2)o1)CCc1ccccc1	5	106	0.3	4	0	8	5	12	106
Cn1c(-c2c(N)n(CCc3ccccc3)c3nc4ccccc4nc23)nc2ccccc21	-8	117	-5.2	9	4	-27	-12	13	58
CCOC(=O)N1CCC(Nc2c(N3CCN(c4cccc(C(F)(F)F)c4)CC3)c(=O)c2=O)CC1	6	95	2.0	3	0	-16	6	3	nt

Next part
SMILES	MCL1-BIM inh	CIT2-GFP yeast	MEX-5 binding	Fam108B counter	GRK2 inh	VLA-4 inh	GLD-1 TGE inh	Bcl-xL primary	AGP1-GFP MLPCN
CCn1c(C)cc2c(c1=O)C(c1ccccc1)C(C(=O)OC)=C(N)O2 (centres undefined)	-3	96	0.1	-1	0	-4	2	2	94
C=CCOc1ccc(C2NC(=S)NC(c3ccccc3)=C2C(C)=O)cc1OC (centres undefined)	3	94	-1.8	-1	0	4	2	-1	102
Cc1ccc(C(=O)O)c(C(=O)Nc2nc(C)cs2)c1	8	91	0.7	0	2	13	0	8	100
COc1ccccc1CCNS(=O)(=O)CCNC(=O)c1ccccc1	7	90	2.0	7	0	1	-1	8	101
O=C1C=C(O)CC(c2ccco2)C1 (centres undefined)	14	76	-4.9	1	91*	4	-3	8	nt
CN(C)c1cccc2c(C=C(C#N)C#N)ccc(N(C)C)c12	13	106	-1.8	-5	0	12	11	12	112
O=C(NCCc1ccccn1)c1ccc(S(=O)(=O)N2CCCCCC2)cc1	1	97	1.3	1	0	5	-9	2	98
Cn1nnnc1SCC(=O)N1CCCc2ccccc21	4	105	0.1	0	2	21	0	3	104
CCc1nc2ccccc2c(=O)n1NC(=O)c1c(O)c2ccccc2[nH]c1=O	5	83	-1.2	1	3	13	4	1	100
CCCC(=O)Nc1sc(C)c(-c2ccc(C(C)CC)cc2)c1C#N (centres undefined)	9	103	0.2	2	0	6	3	2	117
CC(C)(C)c1ccc(NC(=O)CCNC(=O)c2ccco2)cc1	-6	105	2.0	-5	3	50*	2	0	101
Nc1ncc([N+](=O)[O-])c(Oc2ccccc2F)n1	-4	84	0.2	-3	2	7	5	3	102
CCOc1ccccc1N(C(=O)Nc1ccc(Cl)cc1)C1=NCCS1	-4	102	2.1	0	1	6	3	-2	99
COC(=O)c1ccccc1NC(=O)CN1CCN(Cc2ccccc2)CC1	-5	95	-2.8	0	3	16	1	1	97
COc1ccc(-c2nc(CS(=O)(=O)CC(=O)NC3CCC(C)CC3)c(C)o2)cc1 (centres undefined)	10	97	-2.7	2	3	9	5	6	98
COc1ccc(CNC(=O)c2cc(=O)c3cc(C)c(C)cc3o2)cc1	3	118	1.8	2	0	6	3	7	104
COc1ccc(C(=O)Nc2ccc(Cn3ccnc3)cc2)cc1OC	-4	105	1.8	-1	0	13	0	0	107
COc1cc(NS(=O)(=O)c2ccc(NC(=S)NC(=O)c3ccc(Br)cc3)cc2)ncn1	7	104	-3.2	-2	3	2	-2	6	109
CC(=O)Nc1ccc(S(=O)(=O)N(C)CC(=O)OCC(=O)N2CC(C)OC(C)C2)cc1 (centres undefined)	4	95	1.2	3	3	-1	6	0	100
C=CC[C@@H](CC(=O)N(CCO)Cc1ccccc1)C(=O)N[C@H](COC(=O)[C@H](CC=C)CC(=O)OC(C)(C)C)Cc1c[nH]c2ccccc12	nt	98	nt	nt	0	41	10	nt	107
Cc1cccc(CS(=O)(=O)Cc2ccc(C(=O)NCCc3ccccc3)o2)c1	0	101	0.1	1	0	3	2	0	106
C/C(N)=C(/C#N)C(=O)CSc1nnnn1-c1ccc(C)cc1C	8	106	3.0	1	0	-4	3	5	94

Compound activity from PubChem.
